aDG glyco up: alpha-DG glycosylation activation. Pro5-aDG cells, alpha-DG glycosylation AlphaScreen (IIH6); 0% Pro5, 100% B10-LARGE cell signal. activation, % at 10 µM. hit rate 0.22% among 360,000;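 active = activation of at least 8% versus controls, or a plate z-score of at least 8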;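 also: Pro5 are CHO cells carrying HIG-tagged alpha-DG that lacks glycosylation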
Vif inh: blocks HIV Vif function | hit rate 0.35% among 340,000 | AID 602346 | HEK293T cells, Vif self-association by quenched fluorescence, imaging, 24 h | inhibition, % at 7.49 µM; in the data active = inhibition above about 50%, passing the limit was not always enough; inconclusive = no clear call, values can overlap the other calls; inactive = below about 31%; also: some results filed as inactive read as strong as hits
MC4R antag cAMP: human MC4R antagonism in cAMP assay; MC4R-expressing cells, MTII-stimulated cAMP, LANCE TR-FRET; hit rate 0.48% among 360,000; P32245; inhibition, % at 6.5 µM;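 active = inhibition above its plate's cutoff, the mean of tested wells on that plate plus 3 SD, cut at about 29% in these data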;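 also: 0% = Melanotan II alone and 100% = Melanotan II plus saturating MCL0020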
Target sequence (P32245 whole entry, looked up): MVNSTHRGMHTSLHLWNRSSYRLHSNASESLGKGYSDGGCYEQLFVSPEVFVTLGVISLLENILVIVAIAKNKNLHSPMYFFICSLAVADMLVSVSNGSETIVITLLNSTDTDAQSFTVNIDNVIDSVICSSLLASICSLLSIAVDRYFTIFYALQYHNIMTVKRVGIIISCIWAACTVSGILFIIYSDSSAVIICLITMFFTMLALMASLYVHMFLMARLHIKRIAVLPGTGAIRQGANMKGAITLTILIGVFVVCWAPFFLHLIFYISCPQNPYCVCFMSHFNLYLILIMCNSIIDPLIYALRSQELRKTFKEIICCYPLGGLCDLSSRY
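System: U2OS cells stably expressing human melanocortin 4 receptor (MC4R). Reagent: Melanotan II challenge after compound preincubation. Doses: 6.5 µM. Times: 30-min compound, 1-h challenge, 1-h detection, room temperature. Measured by: TR-FRET with Eu-cAMP and labeled anti-cAMP, 671 nm. Replicates: singlicate.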
H9c2 protect: myocardial damage modulation in H9c2 cells; protection from H2O2 cell death, % at 20 µM; AID 588492; H9c2 cardiomyocytes, H2O2 injury protection, ATPLite, 2 h; hit rate 0.63% among 360,000;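 active = compounds giving at least 50% protection of heart cells from peroxide-induced death in the single-dose screen, raw or plate-pattern-corrected value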;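 also: 0% = DMSO wells with peroxide and 100% = DMSO wells without peroxide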
m5-HT2A agonist: activates the mouse 5-HT2A serotonin receptor | hit rate 0.66% among 360,000 | CHO-K1 mHTR2A beta-arrestin complementation, luminescence; percent of 30 µM serotonin response | activation, % at 7.6 µM;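 active = activation above a run cutoff, the mean activation of all tested compounds plus 3 SD, cut at about 14% in these data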;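 also: 0% = plate median of compound wells and 100% = 30 µM serotonin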
ABCB6 inh 2: blocks the human ABCB6 transporter | K562-ABCB6 porphyrin accumulation, flow cytometry, 1 h; stronger effect = lower value | fluorescence ratio to DMSO, % at 10 µM | hit rate 0.19% among 360,000 | AID 602162;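 active = fluorescence ratio to DMSO below 75%, the collection mean minus 3 SD; inconclusive = too few cells collected in the well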;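 also: signal is porphyrin accumulated inside mitochondria; 100% equals median channel fluorescence of DMSO control wells; lower ratio means ABCB6 inhibition with less porphyrin fluorescence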
MC4R barr agon: agonists of human melanocortin 4 receptor (MC4R) beta-arrestin; U2OS MC4R beta-arrestin complementation, luminescence; percent of melanotan II response, DMSO zero; activation, % at 8.9 µM; AID 540308; hit rate 0.98% among 360,000;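 active = activation above a per-plate cutoff, the mean activation of sample wells on that plate plus 3 SD, cut at about 8% in these data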
PDI inh: inhibitors of human protein disulfide isomerase | P07237 | PDI insulin aggregation turbidity, A650, 90 min | inhibition, % at 10 µM | hit rate 0.052% among 350,000 | AID 588391;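 active = mean inhibition across replicates of 30% or more, whatever share of single replicates reach that level; inconclusive = mean inhibition below 30% while every single replicate reaches 30%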;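 also: absorbance from insulin aggregation driven by PDI reduction with DTT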
Target sequence (P07237 whole entry, looked up): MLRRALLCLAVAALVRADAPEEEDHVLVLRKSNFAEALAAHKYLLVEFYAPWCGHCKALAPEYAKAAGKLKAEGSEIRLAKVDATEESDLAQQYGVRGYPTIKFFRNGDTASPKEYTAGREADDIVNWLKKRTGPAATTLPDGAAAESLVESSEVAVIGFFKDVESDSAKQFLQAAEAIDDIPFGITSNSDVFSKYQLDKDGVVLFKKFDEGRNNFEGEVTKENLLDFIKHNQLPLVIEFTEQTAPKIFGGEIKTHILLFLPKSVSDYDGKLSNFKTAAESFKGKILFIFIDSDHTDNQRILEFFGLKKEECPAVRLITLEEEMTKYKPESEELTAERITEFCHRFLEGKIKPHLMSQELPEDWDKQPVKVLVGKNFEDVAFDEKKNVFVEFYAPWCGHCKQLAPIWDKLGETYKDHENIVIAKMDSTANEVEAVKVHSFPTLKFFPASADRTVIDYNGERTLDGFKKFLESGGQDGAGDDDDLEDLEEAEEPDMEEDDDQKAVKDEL
CaV13 ICDI inh: Primary screen for inhibitors of IQ motif and Ca2+-dependent inactivation inhibitor domain binding in CACNA1D, Förster resonance energy transfer in living cells, … | HEK cells, CFP/YFP FRET ICDI-IQ, plate reader, 10 min; percent FRET-ratio fall versus neutral wells | inhibition, % at 12.3 µM | hit rate 0.098% among 340,000;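 active = mean replicate inhibition of at least 30% and at least 1% of replicates passing that level; inconclusive = only one of the two criteria is met; inactive = neither criterion is met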;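 also: 0% = median of the neutral control wells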
N-glyco inh: N-linked glycosylation inhibition | reporter increase, % at 12.5 µM | D54 ERlucT glycosylation luciferase reporter, 24 h; percent of 100 nM tunicamycin response | hit rate 0.23% among 360,000;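 active = mean luciferase reporter signal, scaled so untreated is 0 and the glycosylation-blocking control 100, at or above a set limit in every replicate; inconclusive = mean reaches the limit but not every replicate does; inactive = mean below the limit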;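 also: luciferase carries N-glycosylation sites so blocking glycosylation raises the light; 0% = median of neutral control wells and 100% = median of 100 nM tunicamycin wells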
Numbers without * were called inactive; i = inactive; ? = inconclusive; . = no result given.

SMILES	aDG glyco up	Vif inh	MC4R antag cAMP	H9c2 protect	m5-HT2A agonist	ABCB6 inh 2	MC4R barr agon	PDI inh	CaV13 ICDI inh	N-glyco inh
COC(=O)c1c(C)cc(O)c(C=O)c1O	0.2	-1	6	7	-1	93	0.2	.	.	-2
Cn1c(N)c(Sc2ccccc2[N+](=O)[O-])c(=O)n(C)c1=O	0.1	-4	-8	12	1	100	-0.6	-1	-4	1
COc1ccc(NC(=O)COc2cccc(-n3cnnn3)c2)cc1	-0.1	17	-2	-2	0	101	0.0	7	-2	-1
Cc1cccc(NC(=O)c2cc(N3CCOCC3)nc3ccccc23)c1	-0.2	10	17	6	-1	.	1.8	9	.	0
COc1ccc(CNC(=O)CN2C(=O)NC(c3ccccc3)(c3ccccc3)C2=O)cc1OC	-0.1	-5	4	16	6	90	-1.2	-5	-3	1
COc1cc(/C=C/C(=O)N2CCCc3ccccc32)cc(OC)c1OC	0.0	1	0	8	0	100	-2.1	12	-19	5
CCOC(=O)CSc1nnc(-c2c[nH]c3ccccc23)o1	0.0	-2	3	1	3	99	-1.6	10	-3	3
COc1ccc(CCN(C)C(=S)NC(=O)c2ccc(F)cc2Cl)cc1OC	0.1	4	3	6	4	97	-2.2	-2	-3	0
CCCCCC1C(C(=O)OCC)C(=O)NC1(C(=O)OCC)C(=O)OCC (stereo unspecified)	0.3	25	-1	-4	-1	98	2.3	12	-2	-2
O=C(c1ccccc1)N1CCN(C2CCCCC2)CC1	0.1	.	6	-2	1	102	-2.8	-7	.	-1
COc1ccc(N2CC(C(=O)Nc3cc(C)on3)CC2=O)cc1 (stereo unspecified)	-0.2	.	9	1	0	92	-0.6	18	-7	2
O=C(Cc1nc2ccccc2[nH]c1=O)c1ccc(Cl)cc1	-0.1	-3	3	-21	-1	273	5.4	-3	-7	-5
O=C(NCc1ccc2c(c1)OCO2)c1ccc(Br)s1	0.4	-6	-5	-3	-2	96	0.5	1	-2	-4
CCN(CC)S(=O)(=O)c1ccc(N(C)Cc2cccc(OC)c2OC)nc1	0.8	-13	13	-24	-7	95	-1.3	-2	-5	-2
Cc1ccc2c(c1)N=C(c1ccccc1)CC(C(Cl)Cl)=N2	0.3	-4	14	-6	3	117	0.2	-4	-3	-13
O=C(Cc1ccccc1)N1CCC(O)(c2cccnc2)CC1	-0.4	.	7	9	5	97	-2.0	4	-4	2
COC(=O)CC1SC(=O)NC1=Nc1ccccc1 (stereo unspecified)	-0.1	2	2	6	-2	95	1.3	-4	-6	0
COc1cc(OC)c(NS(=O)(=O)c2c(C(=O)N3CCCCC3)c(C)n(C)c2C)cc1Cl	0.0	9	-3	-2	-1	115	-0.7	10	-7	-2
COc1ccc(C(=O)/C=C/c2ccc(N(C)C)cc2)c(OC)c1	0.1	i	2	-8	6	119	-0.3	-10	-20	21
COc1cccc(C(C)(O)c2nc(-c3ccc(F)c(Cl)c3)cs2)c1 (stereo unspecified)	0.0	.	5	-15	-1	100	-0.1	7	-6	-2
Cc1c(NC(=O)CN2CCN(C(=O)c3ccco3)CC2)c(=O)n(-c2ccccc2)n1C	0.1	.	12	6	-1	103	1.2	0	-5	2
COC(=O)CNC(=O)CN1C(=O)NC2(CCCc3ccccc32)C1=O (stereo unspecified)	-0.1	-13	6	0	-6	97	-1.4	-4	-19	0
O=C(NNC(=S)Nc1ccc(Cl)c(Cl)c1)c1cccc([N+](=O)[O-])c1	0.1	-2	7	-11	-3	104	-2.0	-16	-2	1
COC(=O)CSc1nc(C2CC2)nc2ccccc12	0.2	15	4	7	-2	100	-1.6	-1	-8	2
CCOC(=O)COc1coc(CN2CCN(c3cccc(Cl)c3)CC2)cc1=O	-0.1	-7	18	4	-2	107	-2.3	12	-7	5
OCC(O)CNC(=S)NC1CCCCC1 (stereo unspecified)	0.2	10	2	-4	0	98	-0.6	3	-6	3
COc1ccc(/C(N)=N/OC(=O)c2cccc([N+](=O)[O-])c2)cc1	-0.2	?	8	-1	-4	102	2.1	-4	-5	3
CC(=O)NC1=NN(C(C)=O)C2(CCCC2)S1	-0.1	1	-2	2	1	94	-1.2	-2	-2	1
c1ccc(C(Cc2nc(-c3ccncc3)no2)c2ccccc2)cc1	3.8	-18	10	-19	2	93	0.0	-2	-5	2
Cc1noc(C)c1NC(=O)Nc1cccc2c1O[C@H](CN(C)S(=O)(=O)c1cn(C)cn1)[C@@H](C)CN([C@H](C)CO)C2=O	0.0	1	-1	2	5	105	1.5	-7	-5	2
O=C(NCC1CCCO1)c1cn(-c2ccccc2)nc1-c1ccccc1 (stereo unspecified)	-0.3	18	-4	-10	-4	98	1.9	5	-5	-3
O=C(O)c1ccc(-c2noc(-c3cccc(F)c3)n2)cc1	-0.1	21	-4	-3	9	90	-1.5	2	-5	-1
Cc1nc(N)sc1-c1csc(Nc2cccc(C(=O)O)c2)n1	0.0	-6	11	12	0	104	0.4	2	-4	-3
COC(=O)c1ccc(S(=O)(=O)N2CCN(C(c3ccccc3)c3ccccc3)CC2)n1C	0.1	5	1	-3	5	89	1.2	2	-12	-3
CCN(C(=O)COC(=O)c1cc(S(=O)(=O)N2CCOCC2)c(Cl)cc1Cl)C1CCS(=O)(=O)C1 (stereo unspecified)	-0.4	-9	6	-4	7	102	-2.4	3	-4	0
CCCNC(=O)NC(=O)COc1c(F)c(F)cc(F)c1F	0.3	8	1	5	8	95	-0.1	-1	.	0
O=C(CCN1CCCO1)NC1CCCc2c1cnn2-c1ccccc1F (stereo unspecified)	0.0	3	5	3	-3	94	-3.2	-2	-1	1
Cc1cc(=O)n2nc(N3CCCC(C(=O)NCc4ccco4)C3)sc2n1 (stereo unspecified)	-0.2	-5	-2	8	-2	104	-0.3	5	.	3
CC(=O)c1[nH]c(C)c(C(C)=O)c1C	-0.3	-6	-3	2	5	92	-0.7	-4	-3	2
Clc1nc(-c2ccccc2)ncc1Oc1ccccc1	-0.2	15	7	-4	0	87	0.8	-3	-5	-2
CCOC(=O)C1(C)CCN1C(=O)c1ccc(C(C)(C)C)cc1 (stereo unspecified)	0.3	-1	-2	-1	1	99	-1.2	6	-9	-1
C/C(=N\NC(=O)C(C)Sc1ccccc1)C(C)(C)C (stereo unspecified)	-0.1	8	3	0	-7	82	0.1	4	-5	-1
O=C(CN1CCN(C(=O)c2ccco2)CC1)Nc1cc(C(F)(F)F)ccc1Cl	0.8	1	10	-11	2	94	-0.3	-8	.	1
O=C(c1cc(COc2cccc(C(F)(F)F)c2)on1)N1C[C@H]2CC[C@H]1C2	0.0	-1	1	-6	3	96	-2.1	-3	-3	3
CCOC(=O)COc1ccc2c(=O)c(-c3ccccc3)coc2c1	-0.1	1	39*	-4	-8	95	-0.9	-4	-21	1

Compound profiles, as listed above. Screens in order: aDG glyco up, Vif inh, MC4R antag cAMP, H9c2 protect, m5-HT2A agonist, ABCB6 inh 2, MC4R barr agon, PDI inh, CaV13 ICDI inh, N-glyco inh
Record of O=C(c1cc(COc2cccc(C(F)(F)F)c2)on1)N1C[C@H]2CC[C@H]1C2 → 0.0, -1, 1, -6, 3, 96, -2.1, -3, -3, 3
Record of CC(=O)c1[nH]c(C)c(C(C)=O)c1C → -0.3, -6, -3, 2, 5, 92, -0.7, -4, -3, 2

(further entries)
SMILES	aDG glyco up	Vif inh	MC4R antag cAMP	H9c2 protect	m5-HT2A agonist	ABCB6 inh 2	MC4R barr agon	PDI inh	CaV13 ICDI inh	N-glyco inh
O=C(O)CC[C@@H](C(=O)O)N1C(=O)c2ccccc2C1=O	0.3	-5	2	12	-3	97	-0.7	-4	-4	-1
O=C(Nc1ccccc1N1CCCC1)c1cc(Cl)ccc1Cl	0.2	1	1	-4	-3	99	-0.3	?	-5	-4
O=[N+]([O-])c1ccc(N/N=C/c2cn(Cc3ccc(F)cc3)c3ccccc23)nc1	0.3	-1	-5	-10	2	269	1.2	-5	-6	-18
COc1ccc(C(=O)N/N=C/c2ccc(N3CCOCC3)s2)cc1OC	0.0	-6	-33	-4	-11	92	-2.9	-3	-4	2
Cc1cc(NC(=O)CN(C)S(=O)(=O)c2ccc(-c3ccc(=O)[nH]n3)s2)ccc1Br	-0.1	24	4	-5	0	108	-0.5	-9	-3	-4
Cc1c(Cl)c([N+](=O)[O-])nn1CCCC(=O)Nc1cccc(Cl)c1	-0.1	-7	0	7	-6	91	1.1	7	-2	0
Brc1ccc2nc(N3CCN(c4ccccc4)CC3)sc2c1	-0.1	4	3	2	1	91	-2.1	5	-5	4
COc1cccc(/C=N/Nc2cc(N3CCOCC3)ncn2)c1O	0.4	-18	-20	17	-27	99	-2.4	0	-20	-5
COc1ccc(-c2c(C)nn3c(N4CCOCC4)cc(C)nc23)cc1OC	0.0	-9	2	10	4	106	-0.7	9	-21	2
CC(=O)Nc1ccc(S(=O)(=O)Nc2nc3ccc(C)cc3s2)cc1	-0.1	3	3	8	0	97	-1.5	-5	-8	1
CCOc1ccc(NS(=O)(=O)c2cccc(C(=O)NCC3(N(C)C)CCCCC3)c2)cc1	-0.3	13	6	0	-18	99	-1.7	0	-5	-1
Cc1ccc2ncnc(Oc3ncccc3[N+](=O)[O-])c2c1	0.0	-5	-3	-1	0	94	3.3	1	-20	3
CC(C)(C)NC(=O)C(c1ccc(O)cc1)N(C(=O)Cn1nnc(-c2ccc(F)cc2)n1)c1ccccc1F (stereo unspecified)	0.1	-11	13	13	-4	94	-3.1	-2	-3	-3
COc1ccc(N2CCN(c3nc(Cl)nc(Nc4ccc(F)cc4)n3)CC2)cc1	-0.3	1	38*	-3	-6	89	-2.8	4	-6	-2
CCCCNC(=O)OC(C)CNC(=O)Oc1cccc(C)c1 (stereo unspecified)	0.2	.	0	3	1	87	-0.8	13	.	1
COc1ccc(NC(=O)Nc2ncn(Cc3cccc(C(F)(F)F)c3)n2)cc1OC	0.3	8	25	5	-6	101	1.1	-3	-5	1
C=CCn1c(SCc2cccnc2)nnc1-c1ccncc1	0.0	11	9	3	-1	94	-1.2	0	-6	-2
CCCCN1C(=S)NC[C@@H]1c1ccccc1	-0.1	-13	11	-5	2	101	-0.8	-2	-5	-2
O=C(c1ccc([N+](=O)[O-])cc1[N+](=O)[O-])N1CCc2ccccc21	0.5	-5	10	-2	-8	96	-3.4	-7	-11	4
O=C1CCCC2=C1CC(C(=O)OCc1ccccc1)C(=O)N2Cc1ccccc1 (stereo unspecified)	0.2	-1	5	-1	-10	101	-0.5	-5	-5	-1
CC1CN(C(=O)/C=C/c2cccc([N+](=O)[O-])c2)CC(C)O1 (stereo unspecified)	-0.3	5	-7	1	2	101	-0.5	-6	.	2
Cc1ccc(/C=C2\C(=N)N3N=C(CC(=O)N4CCOCC4)SC3=NC2=O)o1	0.1	-4	1	4	-5	105	-2.2	-1	-7	-1
Cc1ccccc1NC(=O)COc1ccc(Br)cc1C	-0.1	0	5	-6	2	98	-1.5	0	-16	-5
